Screening results from PubChem.
PfHsp40 yeast – rescue of yeast from PfHsp40 toxicity, primary screen, S. cerevisiae, ATP luminescence; S. cerevisiae expressing PfHsp40, growth rescue; growth rescue, % at 12.5 µM; actives 0.68% (n = 340,000); AID 504582, 2011; in the data active means growth rescue above about 28%, passing the limit was not always enough; inconclusive means no clear call, values can overlap the other calls;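 further: yeast W303a lacking pdr1 and pdr3 grown in galactose medium; growth measured after three days at 30 °C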
CCHF vOTU inh – CCHFV vOTU protease inhibitors, primary screen, biochemical, Pep-AMC substrate, fluorescence. Crimean-Congo hemorrhagic fever virus L polyprotein viral ovarian tumor (vOTU) protease …. inhibition, % at 11.5 µM. actives 0.55% (n = 370,000); in the data active means inhibition above about 30%; further: 0% = vehicle wells with enzyme and 100% = no enzyme wells
PrPC surface inh – inhibitors of human cell surface prion protein PrPC, primary screen, cell-based, TR-FRET | Major prion protein (Homo sapiens), P04156 | TR-FRET read-out | inhibition, % at 13.8 µM | actives 0.43% (n = 370,000) | AID 720596, 2013; in the data active means inhibition above about 24%; further: 0% = median of the test wells and 100% = reference compound wells
BoNT-F LC inh – BoNT/F light chain protease inhibitors, primary screen, biochemical, flow cytometry, MLPCN library | Botulinum neurotoxin type F light chain protease (Clostridium botulinum) | Multiplex microsphere protease cleavage assay | inhibition, % at 10 µM | actives 0.22% (n = 360,000) | AID 588497, 2011; in the data active means inhibition above about 35%, passing the limit was not always enough; inconclusive means no clear call, values can overlap the other calls; further: plate controls were buffer without enzyme for full effect and enzyme alone for no effect
Yp Topo-I inh – Yersinia pestis topoisomerase I inhibitors, primary screen, biochemical, cleavage product accumulation, plate reader, single point; actives 0.064% (n = 360,000); Y. pestis Topo-I cleavage product accumulation; activity, % at 10 µM; DNA topoisomerase I (Yersinia pestis CO92); in the data active means activity above about 50%, passing the limit was not always enough; inconclusive means no clear call, values can overlap the other calls; further: inactives centre near 2
BoNT A protease – BoNT/A light chain protease inhibitors, primary screen, biochemical, flow cytometry, MLPCN library; Botulinum neurotoxin type A light chain protease (Clostridium botulinum A str. ATCC 3502); multiplex microsphere protease substrate cleavage; inhibition, % at 10 µM; actives 0.17% (n = 360,000); further: plate controls were buffer without enzyme for full effect and enzyme alone for no effect
FadD28 binding – inhibitors of FadD28 bisubstrate probe binding, primary screen, biochemical, fluorescence polarization, single point | Mycobacterium tuberculosis FadD28 fatty-acid-AMP ligase | inhibition, % at 12.5 µM | actives 0.22% (n = 360,000) | AID 588549, 2011; in the data active means inhibition above about 8.5%, passing the limit was not always enough; inconclusive means no clear call, values can overlap the other calls
TcdB inh – TcdB glycohydrolase inhibitors, primary screen, biochemical, single point, plate reader; Toxin B (Clostridioides difficile), P18177; TcdB glycohydrolase enzymatic assay; inhibition, % at 9.99 µM; actives 0.24% (n = 350,000); in the data active means inhibition above about 10%
Target sequence (P18177 whole entry, looked up): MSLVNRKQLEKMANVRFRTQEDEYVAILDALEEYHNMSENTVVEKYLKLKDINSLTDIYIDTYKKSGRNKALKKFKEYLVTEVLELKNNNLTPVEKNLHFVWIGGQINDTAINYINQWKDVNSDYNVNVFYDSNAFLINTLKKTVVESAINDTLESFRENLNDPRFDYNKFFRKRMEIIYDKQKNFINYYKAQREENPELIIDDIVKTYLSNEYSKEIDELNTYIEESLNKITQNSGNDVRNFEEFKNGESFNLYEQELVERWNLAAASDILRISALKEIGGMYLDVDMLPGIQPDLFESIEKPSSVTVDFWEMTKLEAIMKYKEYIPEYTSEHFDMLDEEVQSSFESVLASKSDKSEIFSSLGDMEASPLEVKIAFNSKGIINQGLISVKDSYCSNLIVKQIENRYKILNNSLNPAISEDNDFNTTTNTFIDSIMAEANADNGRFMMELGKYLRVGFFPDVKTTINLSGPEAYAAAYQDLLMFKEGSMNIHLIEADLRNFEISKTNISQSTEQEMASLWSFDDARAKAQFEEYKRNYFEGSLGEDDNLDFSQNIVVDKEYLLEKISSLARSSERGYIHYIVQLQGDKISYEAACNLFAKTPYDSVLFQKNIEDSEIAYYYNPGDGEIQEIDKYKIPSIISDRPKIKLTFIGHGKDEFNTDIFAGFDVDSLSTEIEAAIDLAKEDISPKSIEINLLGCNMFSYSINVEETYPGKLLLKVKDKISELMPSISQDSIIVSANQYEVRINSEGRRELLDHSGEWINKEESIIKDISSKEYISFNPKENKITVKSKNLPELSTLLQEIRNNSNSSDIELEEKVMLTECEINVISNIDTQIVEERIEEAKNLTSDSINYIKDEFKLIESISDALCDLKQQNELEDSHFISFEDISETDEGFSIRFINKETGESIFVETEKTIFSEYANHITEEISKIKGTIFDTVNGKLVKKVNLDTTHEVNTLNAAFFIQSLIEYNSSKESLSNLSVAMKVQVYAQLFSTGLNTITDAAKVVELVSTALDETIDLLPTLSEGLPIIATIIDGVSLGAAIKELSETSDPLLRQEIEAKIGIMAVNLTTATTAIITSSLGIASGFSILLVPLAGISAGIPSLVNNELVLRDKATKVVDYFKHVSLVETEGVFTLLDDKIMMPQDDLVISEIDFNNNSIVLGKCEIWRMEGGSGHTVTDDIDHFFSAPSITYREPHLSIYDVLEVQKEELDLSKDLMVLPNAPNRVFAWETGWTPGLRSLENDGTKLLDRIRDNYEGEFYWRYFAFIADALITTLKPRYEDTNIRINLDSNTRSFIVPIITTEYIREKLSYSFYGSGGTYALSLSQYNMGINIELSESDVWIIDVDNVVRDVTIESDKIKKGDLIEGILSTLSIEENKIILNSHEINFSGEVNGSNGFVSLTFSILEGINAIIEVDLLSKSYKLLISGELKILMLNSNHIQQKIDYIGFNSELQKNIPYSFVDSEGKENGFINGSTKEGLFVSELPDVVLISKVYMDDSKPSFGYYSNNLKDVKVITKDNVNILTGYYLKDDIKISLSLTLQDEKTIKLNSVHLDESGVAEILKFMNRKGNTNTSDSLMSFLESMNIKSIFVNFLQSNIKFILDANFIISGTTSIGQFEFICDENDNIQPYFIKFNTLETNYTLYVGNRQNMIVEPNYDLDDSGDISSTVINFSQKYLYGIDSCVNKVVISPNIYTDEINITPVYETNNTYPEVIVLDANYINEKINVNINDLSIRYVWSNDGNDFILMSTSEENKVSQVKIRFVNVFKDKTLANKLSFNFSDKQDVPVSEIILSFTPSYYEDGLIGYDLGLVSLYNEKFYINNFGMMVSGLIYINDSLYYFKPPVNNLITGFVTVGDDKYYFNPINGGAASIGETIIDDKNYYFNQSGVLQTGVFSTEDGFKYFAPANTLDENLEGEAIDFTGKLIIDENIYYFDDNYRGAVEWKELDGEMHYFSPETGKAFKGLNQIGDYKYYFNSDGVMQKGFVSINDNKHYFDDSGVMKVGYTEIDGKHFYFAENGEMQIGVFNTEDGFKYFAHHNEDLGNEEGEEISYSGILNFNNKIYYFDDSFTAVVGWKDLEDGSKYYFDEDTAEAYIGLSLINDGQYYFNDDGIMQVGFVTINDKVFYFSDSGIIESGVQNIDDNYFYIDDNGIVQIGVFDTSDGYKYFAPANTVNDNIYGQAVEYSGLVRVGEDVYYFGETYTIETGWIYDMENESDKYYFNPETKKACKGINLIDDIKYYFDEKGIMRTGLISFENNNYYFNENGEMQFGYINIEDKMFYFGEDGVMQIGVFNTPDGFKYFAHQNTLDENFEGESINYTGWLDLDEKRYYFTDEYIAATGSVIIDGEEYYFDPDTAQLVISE
Anthrax LF inh2 – Bacillus anthracis LF protease inhibitors, primary screen, biochemical, multiplex microsphere, MLPCN library | AID 588501, 2011 | actives 0.12% (n = 360,000) | multiplex microsphere protease cleavage assay | inhibition, % at 10 µM; further: plate controls were buffer without enzyme for full effect and enzyme alone for no effect
Numbers without * were called inactive; ? = inconclusive; . = not tested or not shown; & = joins results of further samples. Unless noted, no stated cut-off is given here; in the data, active means inhibition above about 30%; inconclusive means no clear call, values can overlap the other calls; inactive means below that.

compound	PfHsp40 yeast	CCHF vOTU inh	PrPC surface inh	BoNT-F LC inh	Yp Topo-I inh	BoNT A protease	FadD28 binding	TcdB inh	Anthrax LF inh2
COc1ccc(N(CC(=O)NCCOc2ccccc2)S(=O)(=O)c2ccc(C)cc2)cc1	0.6	-7.0	1.8	8.4	29.2	4.1	-1.6	0.0	1.6
C[C@@H]1CCCCO[C@@H](CN(C)S(=O)(=O)c2cn(C)cn2)[C@@H](C)CN([C@H](C)CO)C(=O)c2cc(N(C)C)ccc2O1	.	19.0	1.3	2.0	5.8	0.3	4.2	-7.3&-18.8&-8.3	3.1
CCOC(=O)c1cccc(C2=CC(=O)C[C@H](c3ccc(OC)cc3)C2)c1	4.9	.	.	-3.1	-0.3	-0.3	-2.7	.	-11.2
CCC(CO)(C(=O)OC1C[N+]2(C)CCC1CC2)c1ccccc1 (configuration not stated)	-0.1	-12.8	7.3	-5.7	-3.5	-0.2	0.5	2.2	-2.5
Cc1ccc(S(=O)(=O)NCCSc2nnc(N)s2)cc1	-1.2	2.5	-3.3	-10.6	-5.7	-0.5	-3.1	.	-0.1
CC(NCC(O)COc1ccc2ccccc2c1)c1ccccc1 (configuration not stated)	-1.1	5.7	13.2	?	9.2	-0.5	-1.2	-0.7	-3.0
O=C(NNc1cccc(Cl)n1)c1ccccc1CC[N+](=O)[O-]	-1.2	0.6	14.3	4.8	5.0	0.8	0.2	-0.6	-4.4
CN(C)C(=O)N1CCCC(C(=O)NCCc2ccccc2)C1 (configuration not stated)	0.1	-16.0	2.0	-7.4	5.7	-6.4	0.8	.	-4.5
O=C(NNS(=O)(=O)c1ccc([N+](=O)[O-])cc1)C1CCCCC1	0.3	3.8	-10.7	4.7	3.3	-1.0	0.3	0.8	-2.5
Cc1cc(C)c2cc(CN(CC3CCCO3)C(=S)NCc3ccco3)c(=O)[nH]c2c1 (configuration not stated)	0.4	11.1	9.7	-0.5	5.2	-1.2	-2.3	0.9	4.0
CC/C(=N\N1CCCCCC1)c1c(O)n(-c2ccccc2C)c(=O)[nH]c1=O	-1.0	-7.7	3.9	-1.3	6.4	-0.8	0.2	.	-1.3
Cc1ccc2cc3cc(C(=O)N4CCN(C(=O)c5ccco5)CC4)sc3nc2c1	5.1	13.7	-50.2	?	23.0	0.1	-3.5	.	3.4
CCCCNC(=O)C1(c2ccc(OC)cc2)CCOCC1	0.7	-8.4	0.8	-3.2	-4.9	0.1	-4.1	.	-4.1
COc1ccc(OC)c(NC(=O)CSc2nc3ccccc3c(=O)n2CC2CCCO2)c1 (configuration not stated)	-0.6	0.6	2.5	3.7	32.5	0.5	1.1	2.7	-1.3
Cc1ccc(S(=O)(=O)N2CCC(C(=O)OCC(=O)N(C)C3CCCCC3)CC2)cc1C	0.3	9.1	-0.3	7.9	13.3	-0.6	0.9	1.3	-0.6
CCOC(=O)C1(CC2CC2)CCN(Cc2ccc3cccc(F)c3n2)CC1	-1.0	18.9	3.8	-8.3	22.4	-0.8	-1.0	-1.2	-3.8
O=C(COC(=O)c1ccc(S(=O)(=O)NCc2ccco2)cc1)Nc1ccccc1OC(F)F	0.1	25.5	7.4	-2.1	1.7	-0.2	-2.7	.	-2.8
Nc1c(C(=O)OCC(=O)Nc2ccc(Cl)cc2[N+](=O)[O-])[nH]c(=O)[nH]c1=O	-0.7	-10.1	-27.2	-2.5	-0.8	0.0	-0.9	-0.6	0.3
Cc1csc(N/N=C/c2ccccc2F)n1	-1.5	2.0	1.2	-31.4	-7.7	-2.5	-1.3	2.1	-4.2
COc1ccc(NC(=O)CSc2n[nH]c(-c3ccccc3)n2)cc1S(N)(=O)=O	-1.1	-11.5	-1.3	.	1.5	.	-1.3	0.7	.
CCCS(=O)(=O)N1CCN(CC2CC3C=CC2C3)CC1 (configuration not stated)	1.4	13.6	-7.4	-3.7	-7.7	-0.8	-0.3	.	-0.6
N#Cc1c(-c2ccccc2)nc(SCc2cccc(Cl)c2)[nH]c1=O	5.6	31.8*	-0.6	7.7	8.2	-1.3	-32.7	1.2	0.6
CC1CC(C)CN(S(=O)(=O)c2ccc(NC(=O)c3ccc(=O)[nH]c3)cc2)C1 (configuration not stated)	0.0	0.5	3.8	2.0	-1.2	-3.2	-0.7	0.1	-2.5
COc1ccc(S(=O)(=O)C(C#N)c2nc3ccccc3nc2N2CCCCC2)cc1 (configuration not stated)	0.5	6.1	-2.5	-10.6	5.8	0.5	0.5	.	-3.0
CC(=O)C1C(=O)C=C(c2cccs2)CC1c1ccccc1 (configuration not stated)	0.0	7.4	-1.9	3.6	5.6	-0.4	-1.0	1.9	1.6
O=C(COC(=O)c1n[nH]c(=O)c2ccccc12)Nc1ccccc1F	0.2	6.3	6.2	1.5	5.7	-0.3	-1.8	-0.1	-5.3
O=C(Nc1cccnc1)c1cc(-c2ccc(Cl)c(Cl)c2)on1	-0.1	-2.1	6.9	-1.0	2.8	-0.2	0.0	1.6	0.6
C=CCN(c1ccccc1OC)S(=O)(=O)c1cccc(C(=O)OCC(=O)c2c[nH]c3ccccc23)c1	0.2	-9.7	1.2	-0.9	-0.5	0.1	4.3	.	3.1
CC(C)CN(CC(C)C)c1nn[nH]n1	-0.1	-2.5	0.7	-0.8	7.8	1.0	-3.1	0.7	1.6
O=C(NC1CCSc2ccccc21)c1cccc([N+](=O)[O-])c1 (configuration not stated)	-0.3	5.2	-13.0	7.9	1.3	-3.9	-2.0	0.3	2.6

Additional compounds follow.
compound	PfHsp40 yeast	CCHF vOTU inh	PrPC surface inh	BoNT-F LC inh	Yp Topo-I inh	BoNT A protease	FadD28 binding	TcdB inh	Anthrax LF inh2
COc1cccc(NC(=O)COC(=O)CCC2CCCC2)c1	0.4	9.3	7.5	-10.2	1.5	-0.6	2.3	1.3	-3.0
CN1/C(=C/C(=O)COC(=O)CN2C(=O)C3CC=CCC3C2=O)C(C)(C)c2ccccc21 (configuration not stated)	1.4	-3.8	-5.8	5.8	37.9	0.1	-0.2	0.8	9.4
C[N+](C)(C)CC1CCCC(C[N+](C)(C)C)C1=O (configuration not stated)	0.1	13.5	-5.9	6.5	2.6	0.1	-2.4	-0.8	-6.5
CCc1ccc(NC2=NCCCS2)cc1	-0.8	3.4	9.5	-0.6	-10.6	1.9	.	-4.3	-2.1
COc1cc(C2C=C(C34CC5CC(CC(C5)C3)C4)NC(=S)N2)cc(OC)c1OC (configuration not stated)	0.4	-3.5	-0.5	-3.1	-0.7	0.0	-0.3	.	-2.9
Cn1c(N)c(C(c2ccccc2)c2c(N)n(C)c(=O)n(C)c2=O)c(=O)n(C)c1=O	-2.5	-9.3	0.2	-1.0	-3.5	0.7	0.2	.	1.8
CC(C(=O)Nc1ccc(S(=O)(=O)N2CCOCC2)cc1)N1CCN(c2ccccn2)CC1 (configuration not stated)	1.4	4.7	-1.1	2.1	1.4	-0.4	-0.7	-0.8	-2.1
CCOc1ccc(NC(=O)CNS(=O)(=O)c2c(C)cc(C)cc2C)cc1	-1.3	42.6*	1.9	-9.2	10.1	-3.3	2.1	-4.2	-5.1
O=C1c2ccc(Cl)cc2S(=O)(=O)c2cccc(C(=O)N3CCC(Cc4ccccc4)CC3)c21	6.7	0.9	-6.3	4.3	1.3	-0.1	-1.7	0.7	0.9
O=C(N1CCOCC1)N1c2ccccc2Sc2ccccc21	-1.1	-10.3	1.7	-4.6	29.6	-1.0	0.1	.	-4.8
O=C(Nc1cccc2nsnc12)c1cccs1	2.1&1.9	-23.4&-17.1	-31.4&-16.6	3.7&4.9	3.7&-4.0	2.3&5.3	-7.2&-0.7	1.3	-0.5&1.9
COc1cc2ccccc2cc1C(=O)Nc1ccc(N2CCN(C)CC2)cc1	0.0	15.1	6.6	-3.4	-5.0	1.1	-1.6	.	-12.9
O=C(Cc1ccon1)c1ccc(O)cc1O	1.2	14.5	3.2	-3.0	-2.2	0.5	1.0	0.4	8.2
O=C1c2ccccc2C(=O)N1CCCc1nc(-c2ccccn2)no1	-0.7	-5.2	-3.1	-6.6	4.6	0.0	0.2	.	-2.6
COc1cc(NC(=O)CSc2nccc(=O)[nH]2)c(C)cc1[N+](=O)[O-]	0.6	-0.1	-8.6	-0.9	-9.2	-1.0	-1.9	1.1	-5.7
CCN(CC)CCCN=Cc1c(O)n(Cc2ccccc2)c(=O)c2ccccc12	0.3	-6.4	-13.5	-1.4	0.8	0.0	-4.0	.	-2.1
CC(C)Cc1nnc(NC(=O)C2CCN(C(=O)c3ccc(F)cc3)CC2)s1	1.2	-6.4	-6.0	.	17.9	.	-2.6	2.8	.
CCOc1ccccc1N1CCN(C(=O)c2cc(-c3cccnc3)nc3c(Cl)cccc23)CC1	1.5	.	.	-3.4	24.2	0.1	-1.2	.	-2.9
O=C1CCC(C(=O)N2CCSCC2)CN1CCc1ccccc1 (configuration not stated)	-2.0	9.1	0.1	-7.2	-6.9	-2.8	-1.7	-0.3	-1.1
COc1cccc(C(=O)NC2(C(F)(F)F)N=C3SCCN3C2=O)c1 (configuration not stated)	-1.1	3.1	-6.2	2.6	-7.2	0.1	0.7	.	-1.6
CC(=O)N1CCN(c2ccccc2NC(=O)c2ccco2)CC1	-0.8	-2.1	-3.1	2.0	-4.7	1.8	-2.0	0.1	-0.5
CC(C)(C)OC(=O)C[C@@H]1C/C=C\C[C@@H](CC(=O)NCCO)C(=O)NC[C@@H](c2ccccc2)OC1=O	-1.3	-3.3	5.9	-6.8	-2.4	-0.3	-3.4	0.4	-0.4
CSc1c2c([nH]c(=O)c1C#N)-c1ccccc1CC2	.	-93.0	-3.6	-1.3	.	-0.6	-1.5	-0.4	-9.6
CCOc1ccc(Nc2nc(-c3cccnc3)cs2)cc1	0.6	11.7	4.7	6.7	-1.7	0.4	-0.7	-13.0	8.7
CN(CCC1CCOCC1)C(=O)CC1C(=O)NCCN1Cc1cccc(F)c1 (configuration not stated)	-0.5	0.7	3.8	-0.5	0.2	-2.3	0.1	0.9	2.0
O=C(c1cc(Cl)ccc1F)N1CCCC(Nc2ccc3c(c2)OCCO3)C1 (configuration not stated)	1.0	8.7	-3.6	-4.8	-5.3	0.5	-2.3	-0.5	-1.5
CCCn1c(N)c(N(CCOC)C(=O)CSCC(=O)Nc2cccc(C)c2)c(=O)[nH]c1=O	1.3	-4.4	-1.0	.	6.7	.	-2.4	1.5	.
COc1ccccc1C(=O)NC(=O)COC(=O)c1oc2ccccc2c1C	0.3	-19.2	-0.7	8.2	2.7	1.2	-2.6	0.4	7.8
CCn1c(=O)c2cc(C(=O)Nc3ccccc3OC)sc2c2ccccc21	0.1	11.2	-0.1	-4.0	8.9	0.4	-0.2	0.8	-3.6
O=C(NN=C1c2ccccc2-c2ccccc21)c1cccc(Br)c1	-0.5	-9.0	6.3	5.2	-2.7	0.7	-3.8	0.5	0.4
CN1CCN(CC#CCC(O)(c2ccccc2)C2CCCC2)CC1 (configuration not stated)	0.2	-9.8	-0.6	-12.2	2.0	-1.1	-2.7	.	-0.9
COc1ccccc1N1C(=O)CC(Sc2ncccc2C(=O)O)C1=O (configuration not stated)	0.5	4.5	-4.8	5.6	-4.0	-0.3	-4.6	.	2.9
